UPR CHOP act: activators of apoptotic arm of unfolded protein response (CHOP); CHO-CHOP luciferase reporter, UPR activation, luminescence; percent of tunicamycin response over DMSO baseline; activation, % at 10 µM; hit rate 0.34% among 330,000;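 active means at 10 µM dose, activation of 40% or more, normalized to positive control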;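 further: 100% = tunicamycin at 10 µg/mL and 0% = DMSO alone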
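System: CHO-CHOP luciferase reporter cell line; amount: 500 cells/well; buffer or medium: F12 medium containing 10% fetal bovine serum; incubation: 6 h compound exposure at 37 °C after overnight seeding; measured by: luciferase luminescence after 10 min with Steady-Glo reagent; evaluation: % reporter activation, DMSO baseline versus tunicamycin full activation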
CXCR6 block: CXCR6 (human) receptor inhibition | O00574 | AID 602244 | hit rate 0.36% among 360,000 | CHO-K1 PathHunter CXCR6 beta-arrestin, luminescence | inhibition, % at 20 µM; in the data active means inhibition above about 34%, passing the limit was not always enough;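 further: antagonist mode with CXCL16 agonist at 10 nM final; 0% = 10 nM CXCL16 with DMSO and 100% = unstimulated wells without agonist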
Target sequence (O00574 whole entry, looked up): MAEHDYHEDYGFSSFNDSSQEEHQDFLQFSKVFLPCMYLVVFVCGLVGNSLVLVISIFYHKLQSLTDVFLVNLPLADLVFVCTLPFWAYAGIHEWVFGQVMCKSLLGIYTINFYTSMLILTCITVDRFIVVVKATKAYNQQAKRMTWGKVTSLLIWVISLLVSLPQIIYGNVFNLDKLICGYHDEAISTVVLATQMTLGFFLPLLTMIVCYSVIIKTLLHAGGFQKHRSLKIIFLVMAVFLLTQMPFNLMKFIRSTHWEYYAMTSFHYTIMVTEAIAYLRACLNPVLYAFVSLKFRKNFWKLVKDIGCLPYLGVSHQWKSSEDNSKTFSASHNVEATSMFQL
XBP1 UPR activ: activators of adaptive arm of unfolded protein response (XBP1) | AID 463104 | activation, % at 20 µM | CHO-XBP1 luciferase reporter, IRE1-XBP1 UPR activation, luminescence; percent of tunicamycin response, DMSO as zero | hit rate 0.33% among 330,000;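 active means versus positive control, 20 µM dose yields 30% or more activation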;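 further: 100% = tunicamycin at 10 µg/mL and 0% = DMSO only wells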
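Material: CHO-XBP1 cells stably carrying IRE1-XBP1-driven luciferase reporter | Medium: F12 with 10% serum | Compound dosing: 20 µM single concentration, DMSO 1% | Incubation: Overnight seeding at 37 °C, 6 h compound treatment at 37 °C | Detection: Steady-Glo luminescence read | Read-out basis: % activation of reporter signal versus tunicamycin and DMSO controls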
tim23-1 inh: tim23-1 yeast growth inhibition. S. cerevisiae tim23-1 growth, BacTiter-Glo luminescence, 24 h. AID 463212. hit rate 1.3% among 330,000. inhibition, % at 20 µM;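 active means growth inhibition of the mutant yeast at or above 50%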;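 further: temperature-sensitive mutant grown at 25 °C; plate controls were DMSO-treated mutant yeast for no effect and medium wells lacking yeast for full effect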
APJ agonist: agonists of human APJ apelin receptor; P35414; CHO-K1 APJ PathHunter beta-arrestin, luminescence; 0% DMSO wells, 100% apelin; activation, % at 20 µM; hit rate 0.11% among 330,000; AID 2520;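 active means activation more than six SD over the plate average, tested at 20 µM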;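 further: 0% = DMSO alone and 100% = apelin-13 at 10 nM; some results filed as inactive read as strong as hits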
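Test system – PathHunter CHO-K1 APJ (AGTRL-1) beta-arrestin reporter cells · Input – 1000 cells/well · Compound – single test compound dose, 20 µM final, 1% DMSO · Times – compound stimulation 90 min at 25 °C, detection 60 min · Technique – beta-gal luminescence · Read-out basis – APJ–arrestin association signal · Control set – negative DMSO alone, positive Apelin-13 at 10 nM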
APJ antagonist: blocks the human apelin receptor APJ | hit rate 0.32% among 330,000 | AID 2521 | inhibition, % at 20 µM | P35414 | CHO-K1 APJ beta-arrestin complementation, luminescence;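 active means inhibition above about 40% at 20 µM, limit read from the data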;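 further: cells challenged with 10 nM apelin-13 agonist together with compound; plate controls were apelin-13 plus DMSO wells for no effect and DMSO wells lacking apelin-13 for full effect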
Mdm2-MdmX inh: disrupts the human Mdm2-MdmX interaction; hit rate 3% among 330,000; SaOS-2 split-luciferase Mdm2/MdmX complementation, luminescence; AID 485346; inhibition, % at 8 µM;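 active means inhibition of at least 50% at 8 µM in the primary screen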
EBI2 block: EBI2 (human) antagonism | P32249 | EBI2 beta-arrestin recruitment, luminescence, 7a,25-OHC stimulated | inhibition, % at 5 µM | hit rate 0.81% among 360,000 | AID 651636; in the data active means inhibition above about 38%;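 further: enzyme fragment complementation signal reports receptor beta-arrestin coupling in cells; 0% = agonist plus DMSO wells and 100% = wells without agonist; some results beyond the cut were filed as inactive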
Target sequence (P32249 whole entry, looked up, the tested form may be a part): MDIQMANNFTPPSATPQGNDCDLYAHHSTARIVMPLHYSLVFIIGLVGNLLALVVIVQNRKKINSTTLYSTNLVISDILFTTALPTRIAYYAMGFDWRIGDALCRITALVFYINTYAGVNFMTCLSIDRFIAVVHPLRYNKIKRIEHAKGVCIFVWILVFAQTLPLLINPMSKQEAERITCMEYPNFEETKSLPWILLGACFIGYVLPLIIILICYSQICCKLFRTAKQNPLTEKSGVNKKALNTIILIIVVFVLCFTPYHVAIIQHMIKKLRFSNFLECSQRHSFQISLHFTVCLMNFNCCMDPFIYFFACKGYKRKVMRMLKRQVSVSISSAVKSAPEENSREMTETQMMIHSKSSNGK
CCR6 antag: CCR6 (human) receptor antagonism | P51684 | hit rate 0.49% among 340,000 | inhibition, % at 20 µM | CHO-K1 CCR6 PathHunter beta-arrestin, luminescence, CCL20-stimulated | AID 493098;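 active means compounds whose inhibition of the agonist-driven luminescence signal at 20 µM reaches about 50%, limit read from the data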;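 further: cells stimulated with CCL20 at 14 nM final; plate controls were DMSO with CCL20 for no effect and DMSO without agonist for full effect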
Target sequence (P51684 whole entry, looked up): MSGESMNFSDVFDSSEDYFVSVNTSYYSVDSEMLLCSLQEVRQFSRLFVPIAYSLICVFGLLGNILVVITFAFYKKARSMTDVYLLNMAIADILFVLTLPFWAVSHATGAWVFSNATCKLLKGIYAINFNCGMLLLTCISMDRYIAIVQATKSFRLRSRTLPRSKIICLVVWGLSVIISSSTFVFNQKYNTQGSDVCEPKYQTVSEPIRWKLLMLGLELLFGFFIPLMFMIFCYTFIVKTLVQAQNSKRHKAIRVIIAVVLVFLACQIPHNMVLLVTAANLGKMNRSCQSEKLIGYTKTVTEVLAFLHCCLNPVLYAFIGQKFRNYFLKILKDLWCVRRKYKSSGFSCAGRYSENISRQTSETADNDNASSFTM
The depositor's hits bear a star; . = not tested or not shown; & = joins results of further samples. Some of the compounds tested, so the mix of outcomes need not match the whole.

SMILES	UPR CHOP act	CXCR6 block	XBP1 UPR activ	tim23-1 inh	APJ agonist	APJ antagonist	Mdm2-MdmX inh	EBI2 block	CCR6 antag
COc1ccccc1N1CCN(c2ncnc3c2oc2ccccc23)CC1	2.4	-6	20	30	0	-31	44	5	-3
O=C(O)[C@@H]1CCCN1C(=O)c1ccccc1N1C(=O)[C@@H]2Cc3c([nH]c4ccccc34)C(c3cccc(Cl)c3)N2C1=O (some centres not stated)	-0.3	-16	-2	21	-3	-43	16	-15	2
O=c1ccc2c([nH]1)CCCCCCCCCC2	-2.6	-3	1	30	-1	-19	21	-1	-2
Cc1noc(C)c1COC(=O)CNC(=O)c1cccc(F)c1	6.9	-2	6	5	1	7	-16	-10	-1
Cc1ccc(S(=O)(=O)N2CCCCC2)cc1NC(=O)COC(=O)c1ccccc1F	3.5	-6	-2	15	-4	7	-2	5	15
CCOc1ccc(NC(=O)COC(=O)c2n[nH]c3ccccc23)cc1	0.8	-4	4	5	-2	4	-26	-7	-3
O=C(CCCc1ccccc1)NCc1ccc2c(c1)OCO2	-0.3	-5	-3	5	-1	13	0	1	15
CC1CCCN(Cc2cccc(Oc3ccccc3)c2)C1 (configuration not stated)	0.8	5	-1	-3	-2	24	-6	10	17
COC(=O)c1ccccc1NC(=O)C1CC(=O)N(c2ccc(C)cc2)C1 (configuration not stated)	-1.0	0	-2	21	-3	5	-6	9	1
CCOC(=O)C1CCN(C(=O)CN(c2ccc(Cl)c(C(F)(F)F)c2)S(C)(=O)=O)CC1	0.4	-2	0	5	-3	-7	20	-5	-3
Cc1cc(C(=O)C(C)OC(=O)c2ccc(NC(=O)CC#N)cc2)c(C)n1-c1ccccc1 (configuration not stated)	-2.5	3	-6	34	10	-10	-7	-2	21
CC(C)NC(=S)N/N=C1\CCCCC1C1CCCCC1 (configuration not stated)	0.5	28	-2	47	-7	43*	-18	-10	85*
Cc1cc(C(=O)NNC(=O)/C=C/c2ccco2)c(C)o1	0.9	-10	-2	10	1	-5	24	1	16
COc1cccc(NC(=O)CN(C)C(=O)Cn2cnc3ccccc3c2=O)c1	3.4	2	-1	-13	-3	0	26	-4	6
Nc1ccc(S(N)(=O)=O)cc1N	-1.2	3	-1	5	4	-66	23	-15	1
CCCN(CCC)Cc1cc(=O)oc2cc3c(cc12)CCC3	-0.3	10	4	1	-7	4	28	15	12
S=C(NC1CCCC1)N1CCN(c2ccccn2)CC1	-1.1	-6	2	4	-3	-1	11	-1	11
COc1cccc2cc(CC(=O)c3ccccc3)c(=O)oc12	3.1	-7	-2	15	-2	0	-33	-10	6
Cc1cc(C)c2nc(N3CCC(C(=O)NCc4cccnc4)CC3)sc2c1	0.9	-7	0	-24	0	-23	9	0	-2
CCOC(=O)C(=CNNc1ccsc1C(=O)OC)C(=O)OCC	0.9	10	-2	6	-6	20	14	9	16
COc1ccc(-c2noc(CN3CCOCC3)n2)cc1OC	-4.5	-5	-1	10	-7	4	13	0	-7
CCc1cccc(NC2c3ccccc3C(=O)N2c2cccnc2)c1 (configuration not stated)	-1.3	6	3	33	1	10	7	9	0
Cc1ccc2oc(=S)n(C)c2c1	0.0	-1	1	-3	-2	6	-20	-14	1
O=C(OCC#CCSc1nnc(-c2cccc3ccccc23)o1)c1ccc(Cl)cc1	1.9	7	-1	7	-2	-10	-1	5	6
O=C(c1ccc(=O)[nH]c1)N1CCN(S(=O)(=O)c2ccc3ccccc3c2)CC1	1.2	2	3	8	-3	19	-10	-4	7

Next part, starting with the last 4 of the part before.
SMILES	UPR CHOP act	CXCR6 block	XBP1 UPR activ	tim23-1 inh	APJ agonist	APJ antagonist	Mdm2-MdmX inh	EBI2 block	CCR6 antag
CCc1cccc(NC2c3ccccc3C(=O)N2c2cccnc2)c1 (configuration not stated)	-1.3	6	3	33	1	10	7	9	0
Cc1ccc2oc(=S)n(C)c2c1	0.0	-1	1	-3	-2	6	-20	-14	1
O=C(OCC#CCSc1nnc(-c2cccc3ccccc23)o1)c1ccc(Cl)cc1	1.9	7	-1	7	-2	-10	-1	5	6
O=C(c1ccc(=O)[nH]c1)N1CCN(S(=O)(=O)c2ccc3ccccc3c2)CC1	1.2	2	3	8	-3	19	-10	-4	7
CC(=O)NS(=O)(=O)c1ccc(NC(=S)NC(=O)C2CCC2)cc1	-0.4	6	-3	-2	-3	4	1	-3	7
CCO[C@@H]1OC(C(N)=O)=C[C@H](c2ccccc2)[C@H]1CCCO	-1.1	7	0	-3	-1	11	-2	-7	4
CCN(CC)C(=O)[C@H]1C[C@H](CC(=O)NCc2ccc(OC)c(OC)c2)C(=O)N2CCc3c([nH]c4ccc(Cl)cc34)[C@]12C	4.6	-2	3	33	.	.	41	10	36
O=C(CCn1c(=S)oc2ccccc21)Nc1ccccc1F	0.1	-2	2	8	-2	-1	-47	-1	7
Cn1c(N)c(C(=O)COC(=O)COc2ccc3ccccc3c2)c(=O)n(C)c1=O	-0.6	-12	0	30	-2	0	-2	2	-3
Cc1nc2scc(C)n2c(=O)c1S(=O)(=O)Nc1ccc(N2CCOCC2)c(Cl)c1	1.0	-2	-5	26	2	2	22	-1	7
c1ccc(-c2nc3ccccc3nc2N2CCOCC2)cc1	1.0	-2	-1	34	-1	8	21	1	-1
CCN1C(=O)c2ccccc2S(=O)(=O)c2ccc(C(=O)NCc3cccnc3)cc21	2.4	-3	1	2	-2	8	4	3	5
Cc1nc(C)c(NC(=O)OC(C)C)cc1NC(=O)OC(C)C	-0.9	-4	-4	11	-3	18	8	-9	15
CCc1ccc2c(c1)C1(NN=C(c3ccccc3)S1)C(=O)N2 (configuration not stated)	135*	34	11	53*	2	43*	73*	25	43
CN(C(=O)CSC1=NC2C(N=N1)c1cc(Br)ccc1N2C)C1CCCCC1 (configuration not stated)	0.1	-2	20	-16	-3	5	25	8	17
O=C(NC1CC2CCC(C1)N2Cc1ccccc1)c1ccccc1Br (configuration not stated)	0.9	2	-5	-11	-1	2	-7	-3	6
Cc1ccccc1NC1=NCC(c2ccc([N+](=O)[O-])cc2)S1 (configuration not stated)	-1.4	-3	4	43	1	-5	41	11	6
COc1ccc(C)c2sc(N(CCCN(C)C)C(=O)c3ccc4c(c3)OCCO4)nc12	0.7	-2	4	11	-3	15	40	-5	15
COc1cccc(NC(=O)C(c2ccccc2)N2CCN(CC(=O)N3CCOCC3)CC2)c1 (configuration not stated)	2.5	9	-2	23	-5	1	2	-3	7
O=C1CSC(=S)N1CC1CCCO1 (configuration not stated)	-2.1	0	-5	2	-5	10	32	-10	13
Cc1ccccc1-n1ncc2c1CC(C)(C)CC2NC(=O)CCC1=NNC(=O)CC1 (configuration not stated)	-1.1	0	-4	4	0	11	6	-13	14
Cc1ccc([N+](=O)[O-])cc1N	-1.2	-6	-1	11	2	-6	19	-3	7
O=c1c2c3c(sc2nc2n1CCCCC2)CCCC3	7.7	8	6	14	-1	1	-115	1	1
Cc1ccc(C)c(Nc2c([N+](=O)[O-])ccc3nonc23)c1	0.9	-1	13	19	1	-10	12	-13	11
COc1ccc(S(=O)(=O)N2CN(CCc3ccc(OC)c(OC)c3)c3nc4ccccc4nc32)cc1	0.1	0	-3	14	-1	8	27	18	-2
CN(CC(=O)Nc1ccc2c(c1)OCCO2)Cc1nc2ccccc2c(=O)[nH]1	0.8	1	6	-4	-4	6	-1	-10	0
O=c1[nH][nH]c(=O)c2cc([N+](=O)[O-])ccc12	2.1	-2&4	0	-4	-1	-4	11	-6&-8	-14&-3
CCCN1CCc2c(sc3nc(SCC)n(-c4ccc(OC)cc4)c(=O)c23)C1	0.4	9	-5	2	-2	10	19	1	10
Cc1cnc(CN(C)C(=O)C2CCC(=O)N(CCc3cccc(F)c3)C2)[nH]1 (configuration not stated)	0.3	-2	-7	-3	-4	1	11	-7	7
(list continues)
SMILES	UPR CHOP act	CXCR6 block	XBP1 UPR activ	tim23-1 inh	APJ agonist	APJ antagonist	Mdm2-MdmX inh	EBI2 block	CCR6 antag
OCCC#Cc1ccc(CN2CCN(Cc3ccsc3)C(CCO)C2)cc1 (configuration not stated)	-0.7	-4	-1	-36	-3	9	16	-2	8
Cc1cccn2c(=O)c3cc(S(=O)(=O)c4ccccc4)c(=N)n(CC4CCCO4)c3nc12 (configuration not stated)	1.1	.	3	18	4	10	-19	.	19
Cc1ccc(S(=O)(=O)NCC(=O)N(CC(=O)NCc2ccco2)Cc2ccc3c(c2)OCO3)cc1	-0.4	-1	-2	-3	-2	-26	9	3	9
O=C(NC(c1ccccc1)c1ccccn1)c1cccc([N+](=O)[O-])c1 (configuration not stated)	-1.6	4	-5	-6	-3	-3	-10	-6	7
CCCc1[nH]n(-c2nc3ccccc3s2)c(=O)c1C=NCCCN(CC)CC	0.1	5	-1	10	-1	8	31	1	6
O=C(Nc1cccc2nsnc12)c1ccc(F)cc1	-2.0	4	0	9	1	7	15	-2	2
CN(CC(=O)Nc1ccccc1C(F)(F)F)C(=O)Cc1ccc(S(=O)(=O)N2CCOCC2)s1	-0.2	2	-3	3	-6	-10	3	-7	-3
CCCc1nnc(NC(=O)CCC(=O)N2CCN(CCOc3ccc(C)cc3)CC2)s1	-1.5	-6	-2	7	-2	-14	28	5	5
C/C=C\C=C/C(=O)Nc1cccc(C2=NOC3(C2)C[C@@H](C(N)=O)N(C(=O)[C@H]2CCC(=O)N2)C3)c1 (some centres not stated)	1.5	-2	0	11	-4	1	6	-2	-2
N#CCC(=O)N/N=C\c1cc(Br)ccc1OC/C=C/c1ccccc1	4.5	-2	-1	7	6	-22	-10	4	10
CCOc1c(Br)cc(C(N)=O)cc1OCc1ccccc1	-1.0	3	1	27	0	-1	2	18	7
Nc1nc(-c2ccccc2)cn1N	-3.9	-21	0	10	0	9	5	2	-8
CS(=O)(=O)N1CC(C(=O)O)Oc2ccc(CC(=O)O)cc21 (configuration not stated)	0.8	8	-2	15	-5	-43	13	6	-1
Cc1cccc(N2CCN(C(=O)CCCCCn3c(=S)[nH]c4ccc(N5CCOCC5)cc4c3=O)CC2)c1C	3.4	4	7	3	-2	-9	31	14	12
Cc1ccc(NC(=O)C(=O)NNC(=O)c2cccs2)cc1	-0.1	-2	4	10	-3	-2	5	-4	2
Cc1cccc(C(=O)Nc2ccc(N3CCN(S(C)(=O)=O)CC3)cc2)c1	5.7	-11	4	-12	-1	0	-3	-9	3
O=C(O)C1C2C=CC(O2)C1C(=O)NC1CCCc2ccccc21 (configuration not stated)	-1.6	-1	-1	21	-3	-7	-9	-2	-6

Source: PubChem BioAssay
